# Assay outcomes: PubChem, several laboratories
# M1AAP inhibition: P. falciparum M1AAP inhibitors, biochemical, fluorogenic H-Leu-NHMec substrate, 1536-well (AID 1445). one-dose inhibition, % at 30 µM; IC50 in µM for titrated hits. 220,000 compounds, 0.42% hits. recombinant M1AAP, H-Leu-NHMec fluorogenic kinetic assay; higher % means a stronger effect;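 active = primary inhibition above the hit cutoff, then over 50% inhibition at one or more dose response concentrations, cut at about 23% in these data, passing the limit was not always enough; inconclusive = conflicting primary data, or primary hits not chosen for dose response; inactive = low primary inhibition, or under 50% at every dose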;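 also: plate controls were DMSO full reaction for no effect and no enzyme background for full effect; strong numbers were not always called active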
# K1F lysis inhibition: protection from phage-mediated lysis, alamar blue read-out – E. coli UTI89, K1F phage, bacterial capsule biogenesis inhibitors (AID 488966). E. coli UTI89 K1F phage lysis, alamar blue, 2 h; higher % means a stronger effect. inhibition, % at 100 µM, or IC50 in µM where a hit was titrated. 340,000 compounds, 0.02% hits;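 active = phage lysis inhibition, versus mean bacterial control, above a set limit; inconclusive = no clear call, values can overlap the other calls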;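 also: capsule biogenesis inhibitors block K1F phage lysis so surviving cells raise fluorescence; higher fluorescence means more inhibition of phage lysis; actives were called in the ten point dose series up to 300 µM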
# T cell HTS: T cell immune modulators affecting CD8 T cell-vesicle binding. 2C CD8+ T cell-vesicle binding, flow cytometry; active compounds read low. calls only at 7 µM. 330,000 compounds, 0.068% hits. AID 2052;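 active = response, share of CD8 T cells binding vesicles, and their 90th percentile fluorescence all below set limits, cut at about 80% in these data, passing the limit was not always enough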
#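 Test system: purified 2C TCR transgenic mouse naive CD8+ T cells. Probe or stimulus: QL9-peptide-loaded Drosophila micro-vesicles bearing Ld, ICAM-1 and B7-1. Incubation: binding step 1.5 h, 37 °C, antibody labelling 20 min, ice. Measured by: flow cytometry of vesicle-bound cells.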
# West Nile antiviral: inhibition of WNV-induced cytopathic effect – cell-based, CPE readout (AID 1621). West Nile virus-infected cells, CPE inhibition; higher % means a stronger effect. CPE inhibition, % at 10 µM, or IC50 in µM where a hit was titrated. 290,000 compounds, 0.02% hits; in the data active = a potency from the dose series; inconclusive = CPE inhibition mostly from about 3.7% at the one dose, without a potency; inactive = the rest, 99 in 100 with CPE inhibition below about 2.2%; also: strong numbers were not always called active
# TNAP activators: stimulation of alkaline phosphatase TNAP activity – biochemical, luminescent, no phosphate acceptor, uHTS, primary screen (AID 1001); purified TNAP, luminescent activation assay, no phosphate acceptor; higher activation fold means a stronger effect; activation fold at 20 µM; hits with a dose series show EC50 in µM; 200,000 compounds, 0.03% hits; in the data active = activation fold from about 3, or a potency from the dose series; inactive = the rest, 99 in 100 with activation fold below about 1.6; also: many of its hits are not listed in these tables
# PMI inhibitors: MPI enzyme activity inhibition – biochemical, fluorescence intensity, coupled assay, primary screen (AID 1209); purified PMI enzyme, coupled fluorescence intensity; higher % means a stronger effect; inhibition, % at 20 µM, or IC50 in µM where a hit was titrated; 190,000 compounds, 0.42% hits;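 also: plate controls were DMSO vehicle for no effect and wells lacking substrate for full effect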
# PMI inhibition: human PMI inhibitors, high substrate, primary screen, biochemical, fluorescence intensity, high mannose 6-phosphate (AID 1220); 190,000 compounds, 0.66% hits; recombinant PMI enzyme, coupled fluorescence intensity; higher % means a stronger effect; one-dose inhibition, % at 20 µM; IC50 in µM for titrated hits
# RSV CPE inhibition: RSV antiviral activity via CPE protection, HEp-2 cells, primary 10 µM value included (AID 2391). 310,000 compounds, 0.13% hits. CPE inhibition, % at 10 µM; hits with a dose series show IC50 in µM. HEp-2 cells, RSV-induced CPE inhibition; higher % means a stronger effect; in the data active = a potency from the dose series; inconclusive = CPE inhibition mostly from about 23% at the one dose, without a potency; inactive = the rest, 99 in 100 with CPE inhibition below about 21%; also: strong numbers were not always called active
# M17LAP inhibition: P. falciparum M17LAP inhibitors, primary screen, biochemical, fluorogenic H-Leu-NHMec substrate, 1536-well (AID 1619); inhibition, % at 30 µM, or IC50 in µM where a hit was titrated; recombinant M17LAP, H-Leu-NHMec fluorogenic kinetic assay; higher % means a stronger effect; 220,000 compounds, 0.38% hits;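 active = compound inhibiting the enzyme by more than half at any dose during confirmatory dose-response retesting; inconclusive = strong single-dose inhibitors picked by rank but not retested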;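 also: plate controls were full reaction with DMSO carrier for no effect and no enzyme background for full effect; strong numbers were not always called active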
# T cell HTS vesicle-bound %: also measured in T cell HTS; calls as there; double positive events, %; measured here: CD8+ vesicle-bound cell fraction;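 binding gate set so that unloaded-vesicle control wells show 10% double positive cells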
# * = called active by the depositor; i = inactive; ? = inconclusive; . = not tested or not shown; [ ] = dose if it differs, or a comment. Rule as the data show it, unless noted: active = inhibition above about 50%; inactive = the rest.
SMILES,M1AAP inhibition,K1F lysis inhibition,T cell HTS,T cell HTS vesicle-bound %,West Nile antiviral,TNAP activators,PMI inhibitors,PMI inhibition,RSV CPE inhibition,M17LAP inhibition
CC1(C(=O)NCC2CCCO2)Oc2cccnc2NC1=O (stereo not drawn),-5%,0.4%,i,32,-0.2%,1,10%,4%,1.2%,-5%
CC1(C)Cc2c(sc(NC(=O)C(=O)NCC3CCCO3)c2C(N)=O)CO1 (stereo not drawn),.,0.1%,i,7,0.0%,.,.,.,2.6%,.
CCCNC(=O)Cn1c(-c2ccc(F)cc2)cc(C(=O)OCC)c1C,-2%,0.3%,i,60,0.2%,1.1,2%,2%,2.3%,-16%
Cc1nonc1OCCN1CCN(c2ccccc2[N+](=O)[O-])CC1,13%,-0.1%,i,57,-0.1%,1.1,-17%,-1%,-0.1%,6%
COc1ccc(Nc2ncnc3sc(C)cc23)c(OC)c1,.,-0.5%,i,61,-1.0%,.,.,.,1.1%,.
CCOc1ccc(CC(=N)C2=C(O)CC(C)(C)CC2=O)cc1OCC,5%,2.1%[50 µM],i,55,-0.3%,1.2,3%,-2%,-0.2%,16%
CCCS(=O)(=O)N1CCCC(C(=O)NCCN2CCOCC2)C1 (stereo not drawn),3%,-0.1%,i,27,-0.1%,1.2,-5%,-6%,0.2%,-5%
O=C(Nc1ccccc1)C1COc2ccccc2O1 (stereo not drawn),.,0.2%,i,64,-0.4%,.,.,.,1.9%,.
Cn1c(=O)n(C)c2cc(N3CCCC3)c(NC(=O)c3cccc(F)c3)cc21,.,-0.4%,i,22,0.3%,.,.,.,-0.4%,.
Cc1ccc(OCC(=O)Nc2ccc3c(c2)nc2n3CCOC2)cc1,3%,0.5%,i,25,1.6%,1.1,8%,6%,5.7%,-6%
Cc1ccc(NC(=O)CSc2nc(C)c(Cc3ccccc3)c(=O)[nH]2)cc1C,2%,-0.3%,i,30,0.6%,1,13%,7%,4.6%,1%
CCOC(=O)C1CCCN(C(=O)/C=C/c2ccc(Cl)cc2)C1 (stereo not drawn),5%,0.0%,i,53,-0.5%,1.1,8%,22%,4.6%,2%
Brc1cccc(-c2nnc3sc(CNCc4ccco4)cn23)c1,9%,-0.7%,i,38,-0.3%,0.7,-9%,0%,0.5%,11%
O=C(Nc1cccc(NC(=O)c2ccco2)c1)c1ccccc1,.,-0.5%,i,19,-0.8%,.,.,.,1.6%,.
Cc1ccc2c(C(=O)CN3CCN(C(=O)c4ccco4)CC3)c(C)[nH]c2c1,0%,.,i,38,-0.6%,.,.,.,-1.9%,4%
CCOc1cc(NC2CS(=O)(=O)CC2O)c(OCC)cc1NC(=O)c1ccccc1 (stereo not drawn),12%,-3.5%,i,41,0.8%,1,17%,47%,1.9%,15%
CC(C)(C)C(=O)NNc1nc(-c2ccccc2)c2cc(Br)ccc2n1,5%,4.4%,i,10,-1.4%,1.7,18%,9%,5.5%,6%
COc1cc(C(=O)N/N=C/c2ccc(OC(=O)N3CCOCC3)cc2)cc(OC)c1OC,7%,-0.1%,i,38,0.0%,1.1,6%,22%,-0.8%,6%
Cc1ccc(Cc2cnc(NC(=O)CN3CCOCC3)s2)cc1Cl,-4%,0.4%,i,39,-0.5%,1.2,12%,21%,16%,12%
CCN1/C(=C\C=C(C(C)=O)C(C)=O)Sc2ccccc21,17%,-1.0%,i,50,-0.4%,0.6,-2%,4%,0.5%,29%
CC(OC(=O)c1ccco1)C(=O)Nc1ccc(Cl)cn1 (stereo not drawn),3%,0.6%,i,39,-0.1%,1.1,-10%,-10%,1.3%,2%
O=C(c1cccnc1)N1CCN(S(=O)(=O)c2cccs2)CC1,.,0.2%,i,61,0.6%,.,.,.,1.8%,.
Cc1nc(CS(=O)c2ccc(Cl)cc2)cc(NCc2ccc(Cl)cc2Cl)n1 (stereo not drawn),-2%,5.2%,i,46,0.0%,1.1,6%,10%,12%,-5%
Cc1ccc(-c2cc(-c3nnc(SCC(=O)NC(C)C(C)C)n3N)c3ccccc3n2)cc1 (stereo not drawn),1%,-0.2%,i,50,-0.4%,1.1,12%,0%,1.3%,-1%
O=C(COC(=O)c1ccco1)NCc1ccc(Cl)cc1,-1%,0.4%,i,14,0.4%,1.2,-8%,-2%,0.0%,6%
N#CCC(N)=C(C#N)C#N,19%,2.3%,i,41,0.3%,1,-2%,8%,1.5%,19%
COc1ccc(OC(=O)c2cc(S(=O)(=O)N3CCCC3)ccc2Cl)cc1,7%,0.2%,i,52,0.3%,1.1,17%,9%,-1.1%,6%
CCOCC(=O)Nc1c(C(=O)Nc2ccc3c(c2)OCO3)oc2ccccc12,.,0.2%,i,26,0.8%,.,.,.,1.9%,.
Cc1cccc(C(=O)NNC(=O)Nc2ccccc2)c1,3%,0.3%,i,69,-0.4%,1.1,-1%,7%,1.1%,10%
COc1cccc(-c2nnc(SCC(=O)Nc3ccc4c(c3)OCCO4)n2Cc2ccco2)c1,7%,-0.3%,i,22,-0.4%,1.1,13%,6%,2.4%,7%
CCc1nnc(NC(=O)CN2CCN(Cc3ccccc3Cl)CC2)s1,.,-1.4%,i,60,-1.0%,.,.,.,-1.2%,.
COc1ccc(-c2c(-c3ccc(OCC(=O)NN)cc3O)n[nH]c2C(F)(F)F)cc1,-3%,-0.9%,i,43,-0.4%,1.4,4%,5%,0.2%,4%
CC(C)(C)CC(C)(C)NC1=CC(=O)OC12CCCCC2,1%,2.0%[50 µM],i,33,-0.1%,0.9,-11%,-11%,-0.2%,7%
COc1ccc(C(=O)O)cc1S(=O)(=O)NC(C)(C)C,4%,0.3%,i,32,0.1%,.,.,.,1.8%,4%
COc1ccc(OC)c(-n2cnnn2)c1,13%,0.0%,i,35,-0.3%,1.1,-2%,0%,0.1%,-12%
CCOc1ccccc1CNC(=O)c1ccc(NC(=O)C2=C(C)OCCS2)cc1,.,0.8%,i,9,0.7%,.,.,.,17%,.
Cc1ccc(S(=O)(=O)N2CCN(C(=O)CSc3cc(C)ccc3C)CC2)c(C)c1,.,0.3%,i,4,-1.1%,.,.,.,5.5%,.
CC(C)(C)C1=CC=C(C(C)(C)C)C(=O)C1=O,1%,.,i,23,?,.,.,.,.,6%
Cc1cc(C(=O)NCCc2ccc(Cl)cc2)c2ccccc2n1,.,-0.1%,i,21,-1.1%,.,.,.,6.3%,.
Cc1ccc(C(=O)CC(=O)c2ccc(C(C)(C)C)cc2)cc1,.,0.3%,i,45,0.2%,1.1,0%,-8%,1.9%,.
CSc1c(C#N)c(N)nc2sc(C(=O)c3ccccc3)c(N)c12,10%,-0.8%,i,24,0.1%,.,.,.,8.3%,8%
CN(C(=O)/C=C/c1cnc2ccccc2c1)C1CCCCC1,18%,0.2%,i,18,0.8%,1.1,-14%,-8%,0.0%,11%
CC(C)N(C(=O)CSc1nnc(CNc2ccc(F)cc2)o1)C(C)C,1%,2.1%,i,29,-0.2%,1,10%,17%,0.5%,9%
Cn1c(=O)c2c(nc(Br)n2CC(=O)C23CC4CC(CC(C4)C2)C3)n(C)c1=O,9%,-0.5%,i,57,1.1%,1.1,-5%,1%,1.5%,9%
COC(=O)C1C(=O)C=C(N2CCOCC2)CC1(C)C (stereo not drawn),2%,0.8%,i,42,1.3%,1.1,1%,0%,0.2%,-4%
Cc1ccc2c(CSc3nncs3)cc(=O)oc2c1,17%,2.1%,i,32,-0.4%,1.1,-2%,-25%,0.2%,17%
COc1nc(NC2CCCCC2)nc(N2CCCCCC2)n1,2%,1.9%,i,12,-0.6%,1,15%,15%,12%,-7%
COC(=O)C[C@H]1c2cc(C(F)(F)F)ccc2S(=O)(=O)N1C1CCCCC1,.,3.4%,i,36,-0.7%,.,.,.,-0.2%,.
S=c1[nH]c(-c2cccs2)cn1-c1ccccc1,.,0.1%,i,24,-0.8%,.,.,.,0.2%,.
CCOC(=O)C1=C(CN2CCN(C(=O)c3ccco3)CC2)NC(=O)NC1c1ccc(C)cc1 (stereo not drawn),.,0.3%,i,50,-0.8%,.,.,.,0.0%,.
O=C(NCC1CCCO1)C(c1ccc(F)cc1)N(Cc1ccc(F)cc1)C(=O)Cn1nnc(-c2cccs2)n1 (stereo not drawn),7%,-0.5%,i,24,-0.7%,1,8%,11%,0.6%,-4%
CCCc1noc2c1C(c1ccoc1)C(C#N)=C(N)N2 (stereo not drawn),5%,-0.1%,i,44,0.0%,1,2%,9%,1.3%,35%
Nc1nonc1C(=O)N/N=C/c1cc2c(cc1[N+](=O)[O-])OCO2,.,0.2%,i,37,-0.8%,.,.,.,0.5%,.
CN(CCC#N)C(=O)CC1(Cc2ccccc2)CCOC(C)(C)C1 (stereo not drawn),0%,-0.1%[50 µM],i,23,0.2%,.,.,.,-0.6%,-1%
Cc1c(Cl)cccc1NC(=S)NCCc1ccc(F)cc1,.,0.1%,i,52,-2.0%,.,.,.,4.4%,.
CCC[C@@H]1CCCO[C@@](C(=O)NCc2ccccn2)(C(F)(F)F)C1,.,-0.8%,i,42,-0.4%,.,.,.,7.3%,.
O=C(C1CCCN(Cc2ccc3c(c2)OCO3)C1)N1CCCC1 (stereo not drawn),9%,0.4%,i,2,0.1%,1.1,14%,3%,0.7%,5%
CC(C)C1COS(=O)(=O)NC1CC(=O)SC(C)(C)C (stereo not drawn),.,-1.4%,i,13,-1.4%,.,.,.,0.0%,.
Cc1cc(NC2C3CC4CC(C3)CC2C4)n2nnnc2n1 (stereo not drawn),2%,0.3%,i,42,-0.7%,1,5%,8%,-1.1%,5%
COc1ccccc1NC(=O)Cn1cncc1-c1ccc([N+](=O)[O-])cc1,0%,0.2%,i,30,.,1.1,6%,8%,-0.1%,-3%
